From PubChem BioAssay
NSD2 inh: blocks human NSD2 histone methyltransferase activity | NSD2-SET H3K36me1 DELFIA fluorescence, biochemical | inhibition, % at 12.5 µM | hit rate 0.07% among 44,000; in the data active means inhibition above about 54%, passing the limit was not always enough;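 further: inhibitors reduce the monomethyl H3K36 fluorescence signal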
Target sequence (O96028 whole entry, looked up): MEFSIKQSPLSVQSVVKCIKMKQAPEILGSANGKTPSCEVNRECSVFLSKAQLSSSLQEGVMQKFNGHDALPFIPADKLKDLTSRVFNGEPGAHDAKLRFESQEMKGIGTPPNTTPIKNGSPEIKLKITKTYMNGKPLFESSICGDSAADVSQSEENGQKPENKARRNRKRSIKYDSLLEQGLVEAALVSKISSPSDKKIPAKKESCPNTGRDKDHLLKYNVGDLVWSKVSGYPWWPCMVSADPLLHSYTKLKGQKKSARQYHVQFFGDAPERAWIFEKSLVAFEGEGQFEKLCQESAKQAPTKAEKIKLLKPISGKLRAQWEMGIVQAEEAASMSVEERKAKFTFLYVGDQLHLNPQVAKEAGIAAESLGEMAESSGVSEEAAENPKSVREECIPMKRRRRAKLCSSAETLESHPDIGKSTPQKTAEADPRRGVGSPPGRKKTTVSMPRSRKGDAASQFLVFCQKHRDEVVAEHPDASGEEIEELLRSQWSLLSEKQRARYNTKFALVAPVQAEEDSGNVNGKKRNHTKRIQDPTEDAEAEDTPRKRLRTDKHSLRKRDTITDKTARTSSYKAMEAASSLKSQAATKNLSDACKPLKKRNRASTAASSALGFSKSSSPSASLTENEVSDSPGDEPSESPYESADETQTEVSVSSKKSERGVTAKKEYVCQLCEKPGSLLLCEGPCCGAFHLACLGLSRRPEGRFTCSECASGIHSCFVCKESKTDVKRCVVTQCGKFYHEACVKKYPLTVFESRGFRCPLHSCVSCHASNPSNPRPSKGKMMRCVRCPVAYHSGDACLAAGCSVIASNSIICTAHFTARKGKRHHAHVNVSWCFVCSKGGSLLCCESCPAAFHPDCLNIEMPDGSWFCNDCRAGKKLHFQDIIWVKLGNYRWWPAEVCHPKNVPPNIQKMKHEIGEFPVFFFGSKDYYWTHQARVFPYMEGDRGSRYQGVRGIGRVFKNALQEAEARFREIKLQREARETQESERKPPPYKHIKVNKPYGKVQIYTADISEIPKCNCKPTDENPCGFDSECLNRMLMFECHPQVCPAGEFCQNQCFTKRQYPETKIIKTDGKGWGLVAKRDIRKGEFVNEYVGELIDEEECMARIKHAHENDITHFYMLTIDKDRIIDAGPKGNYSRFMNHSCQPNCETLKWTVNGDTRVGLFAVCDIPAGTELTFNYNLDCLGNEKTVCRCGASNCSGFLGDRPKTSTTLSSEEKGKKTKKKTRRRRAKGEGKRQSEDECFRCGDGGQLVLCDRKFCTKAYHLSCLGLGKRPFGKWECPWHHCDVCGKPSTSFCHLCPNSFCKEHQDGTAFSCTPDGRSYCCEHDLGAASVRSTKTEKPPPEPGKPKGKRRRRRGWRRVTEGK
* hit, by the source's call.

SMILES	NSD2 inh
C[C@@H](O)C#Cc1ccc2c(c1)O[C@H](CN(C)C(=O)Nc1ccccc1)[C@@H](C)CN([C@@H](C)CO)S2(=O)=O	1
CC(C)NC(=O)Nc1ccc2c(c1)C(=O)N([C@H](C)CO)C[C@H](C)[C@H](CN(C)Cc1ccc(C(F)(F)F)cc1)OCCCC[C@@H](C)O2	14
Cc1noc(C)c1NC(=O)Nc1ccc2c(c1)C(=O)N([C@@H](C)CO)C[C@H](C)[C@H](CN(C)CC1CCCCC1)OCCCC[C@@H](C)O2	4
C[C@H]1CCCCO[C@H](CN(C)Cc2ccccc2)[C@@H](C)CN([C@@H](C)CO)C(=O)c2cc(NS(=O)(=O)c3cccs3)ccc2O1	-2
C[C@@H]1CCCCO[C@@H](CN(C)C(=O)Nc2ccc3c(c2)OCO3)[C@H](C)CN([C@@H](C)CO)C(=O)c2cc(NC(=O)CCCN(C)C)ccc2O1	4
CCCC#Cc1cnc2c(c1)C(=O)N([C@H](C)CO)C[C@@H](C)[C@H](CN(C)C(=O)c1cccnc1)O2	2
C[C@@H]1CCCCO[C@@H](CN(C)Cc2ccc3c(c2)OCO3)[C@H](C)CN([C@H](C)CO)C(=O)c2cc(NC(=O)CCC(F)(F)F)ccc2O1	13
c1ccc(Oc2cccc(OCCCn3cncn3)c2)cc1	7
COc1ccc(NC(=O)Nc2ccc3c(c2)CC(=O)N([C@@H](C)CO)C[C@@H](C)[C@H](CN(C)Cc2ccc(-c4ccccc4)cc2)O3)cc1	3
C[C@@H]1C(=O)O[C@H](C)[C@H]1C[C@@H](O)[C@](C)(O)[C@H]1CC[C@@]2(O)C3=CC(=O)[C@@H]4C[C@@H](O)[C@@H](O)C[C@]4(C)C3CC[C@]12C (stereo not given in full)	-2
Cc1ccc(S(=O)(=O)N(C)C[C@H]2OCCCC[C@@H](C)Oc3ccc(NS(=O)(=O)c4cccs4)cc3C(=O)N([C@H](C)CO)C[C@@H]2C)cc1	0
COc1ccc(NC(=O)N(C)C[C@@H]2OCCCC[C@@H](C)Oc3ccc(NC(=O)C4CCCCC4)cc3C(=O)N([C@H](C)CO)C[C@H]2C)cc1	1
C[C@@H]1CN([C@@H](C)CO)C(=O)c2cc(-c3cccc(F)c3)cnc2O[C@H]1CN(C)CC1CCOCC1	-2
C[C@H](CO)N1C[C@H](C)[C@@H](CN(C)S(=O)(=O)c2cn(C)cn2)Oc2ncc(C#CCN(C)C)cc2C1=O	5
CC(C)NC(=O)N(C)C[C@H]1OCCCC[C@@H](C)Oc2ccc(NS(=O)(=O)c3ccccc3)cc2C(=O)N([C@H](C)CO)C[C@@H]1C	2
COC(=O)C[C@H]1C[C@H]2c3cc(NC(=O)c4ccc5c(c4)OCO5)ccc3O[C@H]2[C@@H](CO)O1	3
Cc1ccc(S(=O)(=O)N(C)C[C@@H]2OCCCC[C@H](C)Oc3ccc(NC(=O)NC(C)C)cc3C(=O)N([C@H](C)CO)C[C@@H]2C)cc1	1
O=C(O)CCCCCCC(=O)N/N=C/c1ccccc1	2
CNC[C@H]1Oc2ccc(N(C)C)cc2C(=O)N([C@H](C)CO)C[C@H]1C	1
CCCN(C)C[C@H]1Oc2cc(-c3cccnc3)ccc2S(=O)(=O)N([C@H](C)CO)C[C@H]1C	2
COc1ccc(S(=O)(=O)N(C)C[C@@H]2Oc3ccc(NS(=O)(=O)c4ccc(C)cc4)cc3C(=O)N([C@@H](C)CO)C[C@H]2C)cc1	7
C[C@H]1CN([C@@H](C)CO)C(=O)Cc2cc(NC(=O)Nc3ccccc3)ccc2O[C@H]1CN(C)Cc1ccc(C(F)(F)F)cc1	-12
COc1ccc(S(=O)(=O)Nc2ccc3c(c2)C(=O)N([C@@H](C)CO)C[C@@H](C)[C@@H](CN(C)Cc2ccc(C(=O)O)cc2)OCCCC[C@H](C)O3)cc1	-5
C[C@H](CO)N1C[C@H](C)[C@H](CN(C)C(=O)c2ccccc2)OCCCC[C@H](C)Oc2ccc(NC(=O)Nc3ccccc3)cc2C1=O	6
C[C@H]1CN([C@@H](C)CO)C(=O)c2cc(C3=CCCCC3)cnc2O[C@@H]1CN(C)C(=O)c1ccc2c(c1)OCO2	-1
C[C@@H]1CN([C@H](C)CO)C(=O)c2cc(NC(=O)CCC(F)(F)F)ccc2O[C@H]1CN(C)S(=O)(=O)c1ccc(Cl)cc1	-7
Cc1ccc(S(=O)(=O)N(C)C[C@@H]2Oc3ccc(NC(=O)Nc4ccc(F)cc4)cc3C(=O)N([C@@H](C)CO)C[C@@H]2C)cc1	-2
C[C@@H]1CN([C@H](C)CO)C(=O)c2cccc(NS(=O)(=O)c3ccccc3)c2O[C@@H]1CN(C)C(=O)Nc1ccc(C(F)(F)F)cc1	-14
C[C@H](CO)N1C[C@H](C)[C@H](CN(C)S(=O)(=O)c2ccccc2)Oc2ncc(C#Cc3ccccc3)cc2C1=O	2
C[C@@H]1CN([C@@H](C)CO)C(=O)Cc2cc(NC(=O)Cc3ccccc3)ccc2O[C@H]1CN(C)C(=O)Nc1cccc2ccccc12	-2
COc1cccc(S(=O)(=O)N(C)C[C@H]2Oc3ncc(C#CC(C)C)cc3C(=O)N([C@H](C)CO)C[C@@H]2C)c1	3
O=C(C[C@@H]1CC[C@H](NC(=O)C2CCOCC2)[C@H](CO)O1)NCC1CCCCC1	-1
C[C@@H](NC(=O)C[C@H]1C[C@H]2c3cc(NC(=O)NC4CCCC4)ccc3O[C@H]2[C@@H](CO)O1)c1ccccc1	18
C[C@@H]1CCCCO[C@H](CN(C)S(=O)(=O)c2ccc(F)cc2)[C@@H](C)CN([C@@H](C)CO)C(=O)c2cc(NC(=O)Nc3ccccc3)ccc2O1	-10
Cc1ccc(S(=O)(=O)NC(=O)NN2CCCCCC2)cc1	0
CCCC#Cc1cnc2c(c1)C(=O)N([C@@H](C)CO)C[C@@H](C)[C@@H](CN(C)C(=O)c1ccccc1)O2	16
C[C@H](CO)N1C[C@H](C)[C@H](CN(C)C(=O)c2ccncc2)OCCCC[C@H](C)Oc2ccc(NC(=O)CCCCCC(=O)Nc3ccccc3N)cc2C1=O	3
C[C@H](CO)N1C[C@H](C)[C@H](CN(C)Cc2ccc3c(c2)OCO3)Oc2ccc(NC(=O)Nc3ccc(C(F)(F)F)cc3)cc2CC1=O	-7
O=C(N/N=C/c1ccccc1Br)c1ccccn1	1
C[C@@H]1CN([C@H](C)CO)C(=O)c2cc(NC(=O)CCCN(C)C)ccc2O[C@@H](C)CCCCO[C@@H]1CN(C)C(=O)Nc1ccccc1	5
Cc1ccccc1-c1cnc2c(c1)C(=O)N([C@H](C)CO)C[C@H](C)[C@@H](CN(C)C(=O)CN(C)C)O2	2
Cc1noc(C)c1S(=O)(=O)N(C)C[C@@H]1OCCCC[C@@H](C)Oc2ccc(NC(=O)NC3CCCCC3)cc2C(=O)N([C@H](C)CO)C[C@H]1C	0
C[C@@H]1CCCCO[C@@H](CN(C)C(=O)c2ccccc2)[C@@H](C)CN([C@H](C)CO)C(=O)c2cc(NC(=O)CCCN(C)C)ccc2O1	0
C[C@@H]1CN([C@@H](C)CO)C(=O)c2cc(NS(=O)(=O)c3ccc(F)cc3)ccc2O[C@H]1CN(C)C	4
C[C@@H]1CN([C@@H](C)CO)C(=O)c2cc(NC(=O)C3CCCCC3)ccc2O[C@@H](C)CCCCO[C@H]1CN(C)Cc1ccc(Cl)c(Cl)c1	1
CCCNC(=O)N(C)C[C@H]1Oc2cc(-c3ccc(C)cc3)ccc2S(=O)(=O)N([C@@H](C)CO)C[C@@H]1C	-2
O=C(C[C@@H]1C=C[C@@H](NC(=O)c2ccccn2)[C@H](CO)O1)NCc1cc(F)cc(F)c1	2
CNC[C@H]1OCCCC[C@H](C)Oc2ccc(NC(=O)Nc3ccc4c(c3)OCO4)cc2C(=O)N([C@@H](C)CO)C[C@@H]1C	-4
C[C@@H]1CCCCO[C@@H](CN(C)C(=O)C2CCCCC2)[C@@H](C)CN([C@H](C)CO)C(=O)c2cc(NC(=O)Nc3ccc4c(c3)OCO4)ccc2O1	0
C[C@H](CO)N1C[C@H](C)[C@H](CN(C)S(=O)(=O)c2cccc(F)c2)Oc2ncc(C#Cc3ccccc3)cc2C1=O	-16
O=C(C1=C[C@H](c2ccc(C(F)(F)F)cc2)C[C@H](OCCCCO)O1)N1CCN(Cc2ccc3c(c2)OCO3)CC1	-1
C[C@H]1CN([C@@H](C)CO)C(=O)Cc2cc(NS(=O)(=O)c3cn(C)cn3)ccc2O[C@@H]1CN(C)C(=O)NC1CCCCC1	2
C[C@@H]1CN([C@H](C)CO)C(=O)c2cc(NS(C)(=O)=O)ccc2O[C@@H]1CN(C)C(=O)Nc1ccc(C(F)(F)F)cc1	-8
C/C=C/c1cnc2c(c1)C(=O)N([C@@H](C)CO)C[C@H](C)[C@H](CN(C)S(=O)(=O)c1cn(C)cn1)O2	-4
COC(=O)C(CC(=O)c1ccc(Br)cc1)n1cncn1 (stereo not given)	-4
Cc1ccc(S(=O)(=O)N(C)C[C@@H]2Oc3ccc(NS(=O)(=O)c4cn(C)cn4)cc3C(=O)N([C@H](C)CO)C[C@@H]2C)cc1	-1
CCC(C)(C)n1c(=O)[nH]c2c(c1=O)CCC2	1
C[C@H](CO)N1C[C@H](C)[C@@H](CN(C)Cc2ccc(C(=O)O)cc2)Oc2c(NC(=O)C3CCCCC3)cccc2C1=O	12
C[C@@H]1CN([C@@H](C)CO)C(=O)c2cc(NC(=O)Nc3ccc(F)cc3)ccc2O[C@H]1CN(C)S(C)(=O)=O	2
C[C@@H]1CN([C@H](C)CO)C(=O)Cc2cc(NC(=O)c3ccncc3)ccc2O[C@H]1CN(C)C	0

Part of the list above in order of SMILES length, smallest number first.
SMILES	NSD2 inh
CCC(C)(C)n1c(=O)[nH]c2c(c1=O)CCC2	1
COC(=O)C(CC(=O)c1ccc(Br)cc1)n1cncn1 (stereo not given)	-4
O=C(C[C@@H]1C=C[C@@H](NC(=O)c2ccccn2)[C@H](CO)O1)NCc1cc(F)cc(F)c1	2
CCCNC(=O)N(C)C[C@H]1Oc2cc(-c3ccc(C)cc3)ccc2S(=O)(=O)N([C@@H](C)CO)C[C@@H]1C	-2
O=C(C1=C[C@H](c2ccc(C(F)(F)F)cc2)C[C@H](OCCCCO)O1)N1CCN(Cc2ccc3c(c2)OCO3)CC1	-1
C/C=C/c1cnc2c(c1)C(=O)N([C@@H](C)CO)C[C@H](C)[C@H](CN(C)S(=O)(=O)c1cn(C)cn1)O2	-4
C[C@H](CO)N1C[C@H](C)[C@H](CN(C)S(=O)(=O)c2cccc(F)c2)Oc2ncc(C#Cc3ccccc3)cc2C1=O	-16
C[C@H](CO)N1C[C@H](C)[C@@H](CN(C)Cc2ccc(C(=O)O)cc2)Oc2c(NC(=O)C3CCCCC3)cccc2C1=O	12
CNC[C@H]1OCCCC[C@H](C)Oc2ccc(NC(=O)Nc3ccc4c(c3)OCO4)cc2C(=O)N([C@@H](C)CO)C[C@@H]1C	-4
C[C@H]1CN([C@@H](C)CO)C(=O)Cc2cc(NS(=O)(=O)c3cn(C)cn3)ccc2O[C@@H]1CN(C)C(=O)NC1CCCCC1	2
Cc1ccc(S(=O)(=O)N(C)C[C@@H]2Oc3ccc(NS(=O)(=O)c4cn(C)cn4)cc3C(=O)N([C@H](C)CO)C[C@@H]2C)cc1	-1
C[C@@H]1CN([C@@H](C)CO)C(=O)c2cc(NC(=O)C3CCCCC3)ccc2O[C@@H](C)CCCCO[C@H]1CN(C)Cc1ccc(Cl)c(Cl)c1	1
C[C@@H]1CCCCO[C@@H](CN(C)C(=O)C2CCCCC2)[C@@H](C)CN([C@H](C)CO)C(=O)c2cc(NC(=O)Nc3ccc4c(c3)OCO4)ccc2O1	0

Further records
SMILES	NSD2 inh
CC(C)NC(=O)Nc1ccc2c(c1)C(=O)N([C@@H](C)CO)C[C@@H](C)[C@@H](CN(C)S(=O)(=O)c1cccs1)OCCCC[C@@H](C)O2	-2
COc1ccc(S(=O)(=O)Nc2ccc3c(c2)C(=O)N([C@@H](C)CO)C[C@@H](C)[C@H](CN(C)CC2CC2)OCCCC[C@H](C)O3)cc1	20
C[C@@H]1CN([C@H](C)CO)C(=O)c2cc(NS(=O)(=O)c3ccccc3)ccc2O[C@@H]1CN(C)Cc1ccc2c(c1)OCO2	-1
Cc1noc(C)c1S(=O)(=O)Nc1ccc2c(c1)CC(=O)N([C@@H](C)CO)C[C@@H](C)[C@@H](CN(C)C(=O)NC(C)C)O2	-1
CNC[C@@H]1Oc2ccc(NS(=O)(=O)c3cccs3)cc2CC(=O)N([C@H](C)CO)C[C@@H]1C	-1
C[C@@H]1CN([C@H](C)CO)C(=O)Cc2cc(NC(=O)Nc3ccccc3)ccc2O[C@H]1CN(C)S(=O)(=O)c1ccccc1	0
Cc1cccc(CN(C)C[C@@H]2Oc3ncc(/C=C/c4ccccc4)cc3C(=O)N([C@H](C)CO)C[C@@H]2C)c1	-1
Cc1ccccc1-c1ccc2c(c1)O[C@@H](CN(C)Cc1ccncc1)[C@H](C)CN([C@H](C)CO)S2(=O)=O	4
CC(C)(C)OC(=O)N1CCC[C@H]1/C=N/NC(=O)CCCCCC(=O)NO	4
C[C@H]1CN([C@@H](C)CO)C(=O)c2cccc(NC(=O)NC3CCCCC3)c2O[C@@H]1CN(C)Cc1ccncc1	2
COc1ccc(NC(=O)N(C)C[C@H]2Oc3ccc(NC(=O)Nc4cccc5ccccc45)cc3C(=O)N([C@@H](C)CO)C[C@@H]2C)cc1	-3
COc1ccc(NC(=O)Nc2cccc3c2O[C@H](CN(C)S(=O)(=O)c2ccccc2)[C@H](C)CN([C@H](C)CO)C3=O)cc1	-1
C[C@@H]1CN([C@@H](C)CO)C(=O)c2cc(-c3ccc(F)cc3)cnc2O[C@@H]1CN(C)C(=O)c1ccncc1	0
C[C@@H]1CCCCO[C@@H](CN(C)S(=O)(=O)c2cn(C)cn2)[C@H](C)CN([C@H](C)CO)C(=O)c2cc(NC(=O)NC3CCCCC3)ccc2O1	-2
CC(C)NC(=O)N(C)C[C@H]1Oc2c(NC(=O)NC3CCCCC3)cccc2C(=O)N([C@@H](C)CO)C[C@@H]1C	-6
COc1ccccc1C#Cc1cnc2c(c1)C(=O)N([C@H](C)CO)C[C@H](C)[C@@H](CN(C)C(=O)CC1CC1)O2	2
C[C@@H]1CN([C@H](C)CO)C(=O)c2cccc(NC(=O)Nc3ccc4c(c3)OCO4)c2O[C@H]1CN(C)CC1CCCCC1	-4

The list is partial; the hit share may differ from the screen's.
